Source: PubChem (several laboratories)
GC-A act = GC-A stimulated cGMP production enhancers – HEK293 GC-A cells, cGMP TR-FRET, EC30 ANP, primary screen; 0% at EC30 ANP, 100% saturating ANP; activation, % at 10 µM; 0.14% of 370,000 active; in the data active = activation above about 40%
GC-B act = human GC-B receptor activators, primary screen, HEK293 GC-B cells, cGMP TR-FRET, EC30 CNP. activation, % at 10 µM. Atrial natriuretic peptide receptor 2 (Homo sapiens), P20594. 0% at EC30 CNP, 100% saturating CNP. AID 1920062, 2024. 0.11% of 370,000 active;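 active = activation at 10 µM reaching about 35% in either raw or pattern-adjusted values, limit read from the data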
HGIII-sPLA2 inh = human group III sPLA2 inhibitors, primary screen, biochemical, QFRET, BODIPY PC-A2 liposome substrate; QFRET BODIPY PC-A2 liposome hydrolysis, fluorescence; inhibition, % at 12.2 µM; 0.56% of 370,000 active; AID 743126, 2013;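 active = inhibition above mean plus 3 SD of compounds lying within the high and low control bounds, cut at about 19% in these data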;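 also: 0% = median of test compound wells and 100% = no enzyme DMSO wells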
proKLK7 act = proKLK7 zymogen activators, primary screen, biochemical, fluorescence intensity | Kallikrein-7 (Homo sapiens), P49862 | purified proKLK7, EDANS-DABCYL substrate fluorescence; 100% is mature enzyme control, 0% vehicle | activation, % at 7 µM | 0.9% of 370,000 active;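 active = activation above the mean of all tested compounds plus 3 SD, computed per campaign excluding outliers beyond control limits, cut at about 13% in these data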
Target sequence (P49862 whole entry, looked up): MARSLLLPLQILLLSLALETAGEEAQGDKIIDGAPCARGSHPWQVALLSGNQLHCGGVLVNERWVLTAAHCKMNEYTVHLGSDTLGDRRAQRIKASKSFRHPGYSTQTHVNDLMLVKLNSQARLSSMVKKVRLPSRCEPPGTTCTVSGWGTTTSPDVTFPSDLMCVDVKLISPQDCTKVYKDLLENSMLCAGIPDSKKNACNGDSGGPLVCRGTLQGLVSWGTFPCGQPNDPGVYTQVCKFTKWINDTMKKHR
ADAM10 inh = human ADAM10 inhibitors, primary screen, biochemical, QFRET, HTS; Disintegrin and metalloproteinase domain-containing protein 10 (Homo sapiens), O14672; recombinant ADAM10, EDANS/DABCYL FRET peptide cleavage, 3 h; inhibition, % at 7 µM; 0.62% of 370,000 active; AID 720582, 2013;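 active = inhibition above a per-campaign cutoff equal to the mean of compounds falling between control-based bounds plus 3 SD, cut at about 20% in these data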;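 also: 0% = DMSO wells while the 100% control is not disclosed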
rCAG binder = binders of r(CAG) RNA repeats, primary screen, biochemical, fluorescence; AID 651821, 2012; inhibition, % at 3 µM; 1.3% of 370,000 active; r(CAG) RNA repeat, TO-PRO-1 dye displacement fluorescence;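 active = inhibition above the plate cutoff, the mean of all test compounds on that plate plus 3 SD, cut at about 35% in these data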;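 also: 0% = DMSO alone and 100% = 100 µM mitoxantrone as full dye displacement; higher means more dye released from RNA so lower well fluorescence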
FXN GAA850 act = FXN promoter activators, primary screen, cell-based, luciferase luminescence, HEK293 lucGAA850 | HEK293 lucGAA850 FXN promoter luciferase reporter, 24 h; percent of 10 µM SAHA response | activation, % at 6 µM | 0.56% of 360,000 active | AID 540364, 2011;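 active = activation above the average of all compounds screened plus 3 SD, cutoff fixed separately per campaign, cut at about 7.5% in these data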;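 also: 0% = DMSO wells and 100% = 10 µM SAHA wells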
ASAP1 GAP inh = inhibitors of human ASAP1 ArfGAP activity, primary screen, biochemical, fluorescence polarization | Arf-GAP with SH3 domain, ANK repeat and PH domain-containing protein 1 (Homo sapiens), … | ASAP1-stimulated ARF1 GTP hydrolysis, GDP FP detection | inhibition, % at 16.5 µM | 0.19% of 360,000 active; in the data active = inhibition above about 25%;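 also: 0% = vehicle with enzyme and substrate and 100% = no enzyme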
Target sequence (Q9ULH1 325-724 limits assumed): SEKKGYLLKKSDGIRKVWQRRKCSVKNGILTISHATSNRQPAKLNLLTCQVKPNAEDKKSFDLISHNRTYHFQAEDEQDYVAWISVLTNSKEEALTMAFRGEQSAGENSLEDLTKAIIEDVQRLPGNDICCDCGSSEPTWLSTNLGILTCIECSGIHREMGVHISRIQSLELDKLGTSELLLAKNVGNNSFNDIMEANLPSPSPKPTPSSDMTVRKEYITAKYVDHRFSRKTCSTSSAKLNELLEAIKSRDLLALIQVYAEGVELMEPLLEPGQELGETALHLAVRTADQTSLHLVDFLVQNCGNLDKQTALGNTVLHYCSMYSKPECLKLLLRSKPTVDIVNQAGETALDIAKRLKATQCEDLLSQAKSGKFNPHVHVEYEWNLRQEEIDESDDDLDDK
ARFGAP1 inh = inhibitors of rat ARFGAP1 GAP activity, primary screen, biochemical, fluorescence polarization, GDP tracer. 0.26% of 360,000 active. Arfgap1-stimulated ARF1 GTP hydrolysis, GDP FP detection. ADP-ribosylation factor GTPase-activating protein 1 (Rattus norvegicus), Q62848. inhibition, % at 16.5 µM;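 active = inhibition above a per-plate limit, mean inhibition of low control wells plus 3 SD, cut at about 25% in these data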;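 also: 0% = DMSO wells with enzyme and 100% = wells lacking Arfgap1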
Target sequence (Q62848 1-136 limits assumed): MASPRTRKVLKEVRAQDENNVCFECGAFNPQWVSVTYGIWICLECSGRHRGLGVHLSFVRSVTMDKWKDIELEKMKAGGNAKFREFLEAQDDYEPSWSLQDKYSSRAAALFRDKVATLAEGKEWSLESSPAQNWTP
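Material: rat Arfgap1 GAP domain (His6, aa 1-136), purified enzyme. Also added: human ARF1(Δ1-17)-GTP substrate. Compound dosing: 16.5 µM single point, 1.26% DMSO. Timing: enzyme reaction 120 min at 25 °C after 20 min preincubation. Signal: GDP detection by fluorescence polarization. Read-out basis: percent inhibition of GAP-stimulated GDP formation, scaled between DMSO and no-Arfgap1 medians.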
Tn6 DDE FP = inhibitors of Tn6 peptide binding to fibrin DD(E), primary screen, biochemical, fluorescence polarization, human fibrin, Tn6 probe | inhibition, % at 8.3 µM | Fibrinogen beta chain (Homo sapiens), P02675 | 0.21% of 370,000 active | Fibrin DD(E) TRITC-Tn6 fluorescence polarization displacement;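 active = inhibition above a per-campaign cutoff: mean of compounds within control limits plus 3 SD, cut at about 15% in these data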;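 also: 0% = median of all compound wells on the plate and 100% = blocking peptide control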
Starred values were filed as active, the others as inactive; . = no result given. Compounds were not picked by outcome. Share with any hit: about 4.5%.

SMILES | GC-A act | GC-B act | HGIII-sPLA2 inh | proKLK7 act | ADAM10 inh | rCAG binder | FXN GAA850 act | ASAP1 GAP inh | ARFGAP1 inh | Tn6 DDE FP
CC(C)N(Cc1nc(-c2ccccc2)no1)C(=O)C(C)(C)C | 5 | 0 | -2 | 0.3 | 5 | -7 | 1.3 | -5 | -7 | -5
C[C@@H]1C=C(C(=O)NC2CC2)O[C@H](OCc2ccc(CO)cc2)C1 | 1 | -1 | 3 | 0.5 | -15 | -4 | -2.6 | -1 | 6 | 1
CC(C)c1ccccc1OCC(O)CN(CC(O)COc1cccc2ccccc12)C(C)C (stereo not drawn) | -11 | -2 | -16 | 0.7 | 15 | -5 | 1.2 | 8 | 3 | -8
CCOc1ccc(NC(=O)CCC(=O)NNC(=O)Nc2ccc(Cl)cc2)cc1 | 1 | -4 | -2 | -0.3 | 3 | 1 | 3.9 | -6 | 7 | -2
CCOCCCNC(=O)C(c1ccc(Cl)cc1)N(Cc1ccc2c(c1)OCO2)C(=O)CNC(C)=O (stereo not drawn) | -11 | -5 | -1 | -0.3 | -9 | -9 | 0.4 | 0 | -4 | 1
COc1cccc(C(=O)COC(=O)c2cccs2)c1 | -1 | 1 | -9 | 0.1 | 2 | -1 | 1.5 | 10 | -1 | 2
COc1cccc(Oc2nc(-c3ccncc3)nc3ccccc23)c1 | -1 | -6 | -9 | -0.8 | 2 | -4 | 1.0 | -8 | -4 | 8
COC(=O)c1ccc(OCC(O)CN(CCO)CCO)cc1 (stereo not drawn) | 1 | 8 | 1 | 0.5 | -8 | -5 | -1.2 | 7 | 9 | 7
Cc1cc(OCCn2ccnc2)cc(C(C)C)c1 | 1 | 4 | -24 | 0.4 | 0 | -6 | 2.9 | 11 | -5 | -1
CCOC(=O)CSc1nnc(CSc2nc3sc4c(c3c(=O)[nH]2)CCC4)n1-c1ccccc1 | -2 | -1 | -24 | 0.4 | -4 | 4 | -0.5 | -2 | -6 | -6
N#Cc1cccnc1N1CCN(C(=O)c2ccc3c(c2)S(=O)(=O)c2ccccc2C3=O)CC1 | 6 | 4 | 2 | -0.6 | 0 | 1 | 0.4 | 10 | -6 | 2
COc1cccc(CNC23CC4CC(CC(C4)C2)C3)c1OCc1ccccc1 | -18 | -8 | -3 | 0.3 | 0 | 6 | -1.3 | -2 | 16 | -5
Fc1ccc(CNCc2ccc3c(c2)OCO3)cc1 | -3 | 3 | -1 | 0.4 | 0 | 0 | 0.1 | -12 | 1 | -1
COc1ccc(-c2nnc3sc(-c4cccs4)nn23)cc1OC | 21 | 23 | -5 | -0.6 | 5 | 8 | 6.2 | 9 | -6 | 8
Cn1nc(C(=O)N2CCN(S(=O)(=O)c3ccccc3)CC2)c2ccccc2c1=O | -3 | 0 | 1 | -0.8 | 10 | 3 | -1.2 | -2 | -9 | 8
Cc1nc2ccccc2nc(C)c1=NO | -2 | 4 | -3 | 0.8 | -20 | -1 | 3.5 | 2 | -14 | 1
Cc1cccc(N=C(NO)c2nonc2N)c1 | -1 | 9 | -13 | -0.4 | 1 | 0 | 3.4 | -8 | -5 | 1
COc1ccc(CNC(=O)CN(c2cccc(OC)c2)S(C)(=O)=O)cc1 | 1 | 1 | -2 | -0.3 | 0 | -4 | -1.1 | 4 | 0 | -1
COC(=O)c1ccccc1NC(=O)CC(=O)Nc1ccccc1C(=O)OC | -6 | 3 | -40 | -0.5 | 1 | -1 | 3.5 | 6 | 10 | 4
Cc1ccccc1Cn1nc(C)c(NC(=O)c2noc3c2CCc2ccccc2-3)c1C | -3 | -3 | -8 | 0.3 | 2 | 0 | -1.1 | 7 | 5 | 3

An excerpt from above, reduced to Tn6 DDE FP, GC-B act and ARFGAP1 inh:
SMILES | Tn6 DDE FP | GC-B act | ARFGAP1 inh
COc1cccc(Oc2nc(-c3ccncc3)nc3ccccc23)c1 | 8 | -6 | -4
COC(=O)c1ccc(OCC(O)CN(CCO)CCO)cc1 (stereo not drawn) | 7 | 8 | 9
Cc1cc(OCCn2ccnc2)cc(C(C)C)c1 | -1 | 4 | -5

Later entries:
SMILES | GC-A act | GC-B act | HGIII-sPLA2 inh | proKLK7 act | ADAM10 inh | rCAG binder | FXN GAA850 act | ASAP1 GAP inh | ARFGAP1 inh | Tn6 DDE FP
CCOC(=O)CCSCC(=O)N1N=C(c2cccs2)CC1c1ccc(C)cc1 (stereo not drawn) | 5 | -2 | -13 | 0.0 | -62 | -5 | 3.5 | -10 | 10 | 2
O=C(NCC1CCCO1)c1cccs1 (stereo not drawn) | 1 | -5 | 7 | -0.3 | -74 | 1 | -1.8 | -1 | 5 | -2
COc1cc(/C=N/N=C2/NC(=O)C(CC(=O)O)S2)ccc1OCc1ccc(Cl)cc1 (stereo not drawn) | -4 | -4 | -15 | -0.2 | 3 | 54* | 6.7 | 8 | 8 | 4
CCCS(=O)(=O)c1c(S(=O)(=O)CCC)c2c(N)cccn2c1C(=O)c1ccc(F)cc1 | 3 | 3 | -18 | -1.1 | 0 | 45* | -0.4 | 0 | -1 | -1
O=C1COC(c2ccccc2O)=NN1CCCl | -1 | -2 | 5 | -0.4 | -12 | 2 | -0.5 | -12 | -3 | 5
O=C(CN1C(=O)S/C(=C\c2ccccc2Cl)C1=O)NC1C=CS(=O)(=O)C1 (stereo not drawn) | 9 | -4 | -1 | -0.2 | 3 | 3 | 3.6 | -17 | -2 | 2
O=C(O)c1ccccc1NC(=O)C(Cc1ccccc1)N1C(=O)c2ccccc2C1=O (stereo not drawn) | -1 | 7 | -9 | 0.7 | -1 | 42* | 1.3 | 12 | -4 | -1
COc1ccc(CCNS(=O)(=O)c2cnc(Cl)c(Br)c2)cc1OC | 1 | -1 | -6 | -0.3 | 2 | 0 | 1.8 | -13 | 1 | 6
COC(=O)Cc1c(CSc2ccccc2)oc2ccc(O)c(CN(C)C)c12 | -6 | -4 | -8 | -0.1 | 3 | 0 | 0.8 | 6 | -3 | 1
CC1CCN(C(=O)CNC(=O)Cn2ccc3ccccc3c2=O)CC1 | 13 | 7 | 7 | -0.3 | -26 | 0 | -0.4 | -4 | -2 | 0
Cc1nc(NCCNC(=O)c2ccco2)c2c(C)c(C)sc2n1 | 1 | 10 | 1 | -0.2 | -28 | 4 | 3.4 | -3 | -11 | -8
c1ccc(Oc2nc(-c3cccnc3)nc3ccccc23)cc1 | -10 | -8 | -9 | 0.0 | 5 | -1 | 3.7 | 8 | -5 | -2
Cc1csc(SCC(=O)c2cc(C)n(Cc3cccs3)c2C)n1 | 4 | 0 | -20 | 0.4 | 7 | -2 | -11 | 5 | -2 | 1
O=c1[nH]c2cc(C(F)(F)F)ccc2n1-c1cc(C(F)(F)F)ccc1O | 3 | 3 | -31 | 0.6 | 20* | 27 | -1.2 | -19 | -8 | -5
CC(=O)Nc1cccc(Oc2ccc3c(c2)C(=O)N(CCC(=O)O)C3=O)c1 | -3 | -9 | 6 | -0.1 | 2 | 4 | 1.0 | 3 | 10 | 1
O=C(CCC(=O)N(CC(=O)NC1CCCC1)c1ccccc1F)Nc1nccs1 | -2 | 0 | 6 | 0.2 | -10 | -6 | -1.8 | 14 | -4 | 10
Cc1cc2ncc(S(=O)(=O)C(C)(C)C)c(N)n2n1 | -1 | -3 | -2 | 0.5 | 3 | 1 | -0.1 | 5 | 5 | 17*
CC1CC1C(=O)OCC(=O)Nc1cccc(S(=O)(=O)NC2=NCCCCC2)c1 (stereo not drawn) | 6 | -2 | -4 | -0.2 | -2 | 0 | 0.6 | 3 | 8 | 15
CC(C(=O)N1CCc2ccccc21)N1CCN(Cc2ccccc2)CC1 (stereo not drawn) | -1 | -4 | 2 | 0.3 | 2 | -9 | -0.3 | 10 | 5 | 1
O=C(O)C(O)(c1ccccc1)C(O)c1ccccc1 (stereo not drawn) | 3 | -3 | 0 | -0.3 | 2 | 4 | 1.3 | -4 | 0 | -4
CCCCC(=O)Nc1ccc(C(=O)Nc2cc(C(F)(F)F)ccc2Cl)cc1 | -2 | -1 | -4 | 0.4 | 2 | 1 | 1.7 | 14 | 5 | -6
CC(C)Cc1nnc(NC(=O)CCC(=O)NCCc2ccccc2)s1 | -5 | -7 | 6 | -0.4 | -13 | -2 | 1.7 | -8 | 9 | 2
Cc1ccc2c(CNCc3ccccc3)cc(=O)oc2c1 | 2 | 1 | -3 | 0.2 | -10 | -1 | -5.3 | -10 | -3 | 9
COCCNC(=O)c1ccc(CS(=O)(=O)c2ccccc2)o1 | 3 | 2 | 7 | -0.8 | -6 | 3 | 0.5 | -3 | -3 | -1
O=C(Nc1ccccc1C(=O)Nc1ccc(Br)cn1)c1ccccc1Cl | -3 | -5 | 4 | 0.2 | -3 | 1 | -0.7 | -7 | -3 | 6
O=C(C1CC(=O)N(c2ccccc2)C1)N1CCC(c2nc3ccccc3[nH]2)CC1 (stereo not drawn) | -4 | -2 | -7 | -0.5 | 1 | 12 | 0.8 | 0 | -8 | -4
Cc1ccc(C(=O)CSc2nnc(-c3ccccc3)n2-c2ccccc2)o1 | -6 | -1 | -19 | 0.2 | 1 | -3 | -0.1 | 10 | -18 | 6
CCNC(=O)Nc1ccc2c(c1)C(=O)N(C)[C@H]1CC[C@@H](CC(=O)NCCN3CCCC3)O[C@@H]1CO2 | 3 | 7 | 6 | 0.1 | -8 | 3 | . | . | . | 4
O=C(COC(=O)c1ccc([N+](=O)[O-])o1)NCc1ccccc1 | 1 | 4 | 5 | 3.2 | -23 | 0 | -1.2 | -9 | -7 | 8
Clc1ccccc1OCc1nc(-c2ccncc2)no1 | 13 | -4 | 0 | -0.4 | -1 | -7 | 2.9 | 3 | 0 | -1
Cc1nnc(NC(=O)c2ccccc2Oc2ccccc2)s1 | 2 | -1 | -3 | 0.6 | 2 | -4 | 1.2 | 8 | -2 | -4
CC(C)C(=O)NNC(=O)c1csc(CS(=O)(=O)c2ccc(Cl)cc2)n1 | 4 | 6 | -5 | -0.5 | -5 | -3 | -0.6 | 3 | 4 | 3
